AGP1-GFP MLPCN = yeast TOR pathway AGP1-GFP modulation; S. cerevisiae AGP1-GFP multiplex flow cytometry, 3 h; GFP as percent of DMSO wells; GFP response vs DMSO, % at 10 µM; hit rate 0.02% among 320,000;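 active means GFP response relative to DMSO above a set limit, near screen average plus 3 SD, cut at about 150% in these data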;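 further: median GFP channel fluorescence of the gated AGP1 strain per well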
LAP4-GFP MLPCN = yeast TOR pathway LAP4-GFP modulation; S. cerevisiae LAP4-GFP multiplex, flow cytometry GFP, 3 h; median GFP as percent of DMSO wells; GFP response vs DMSO, % at 10 µM; hit rate 0.34% among 320,000; AID 2023;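 active means GFP response vs DMSO above a set limit, about the screen mean plus 3 SD, cut at about 150% in these data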
CIT2-GFP yeast = yeast TOR pathway CIT2-GFP modulation | S. cerevisiae CIT2-GFP strain, flow cytometry, 3 h; 100 means same as DMSO wells | GFP response vs DMSO, % at 10 µM | hit rate 0.065% among 320,000;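 active means GFP response relative to DMSO above a set limit, near the screen mean plus 3 SD, cut at about 150% in these data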;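 further: ratio of well median GFP fluorescence to mean of DMSO wells on the plate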
VLA-4 inh = inhibition in a human VLA-4 binding assay. P13612. VLA-4 expressing cells, ligand binding flow cytometry. inhibition, % (about 7 µM as worked out from the volumes in the protocol). hit rate 0.2% among 330,000. AID 2557; in the data active means inhibition above about 50%
Target sequence (P13612 whole entry, looked up): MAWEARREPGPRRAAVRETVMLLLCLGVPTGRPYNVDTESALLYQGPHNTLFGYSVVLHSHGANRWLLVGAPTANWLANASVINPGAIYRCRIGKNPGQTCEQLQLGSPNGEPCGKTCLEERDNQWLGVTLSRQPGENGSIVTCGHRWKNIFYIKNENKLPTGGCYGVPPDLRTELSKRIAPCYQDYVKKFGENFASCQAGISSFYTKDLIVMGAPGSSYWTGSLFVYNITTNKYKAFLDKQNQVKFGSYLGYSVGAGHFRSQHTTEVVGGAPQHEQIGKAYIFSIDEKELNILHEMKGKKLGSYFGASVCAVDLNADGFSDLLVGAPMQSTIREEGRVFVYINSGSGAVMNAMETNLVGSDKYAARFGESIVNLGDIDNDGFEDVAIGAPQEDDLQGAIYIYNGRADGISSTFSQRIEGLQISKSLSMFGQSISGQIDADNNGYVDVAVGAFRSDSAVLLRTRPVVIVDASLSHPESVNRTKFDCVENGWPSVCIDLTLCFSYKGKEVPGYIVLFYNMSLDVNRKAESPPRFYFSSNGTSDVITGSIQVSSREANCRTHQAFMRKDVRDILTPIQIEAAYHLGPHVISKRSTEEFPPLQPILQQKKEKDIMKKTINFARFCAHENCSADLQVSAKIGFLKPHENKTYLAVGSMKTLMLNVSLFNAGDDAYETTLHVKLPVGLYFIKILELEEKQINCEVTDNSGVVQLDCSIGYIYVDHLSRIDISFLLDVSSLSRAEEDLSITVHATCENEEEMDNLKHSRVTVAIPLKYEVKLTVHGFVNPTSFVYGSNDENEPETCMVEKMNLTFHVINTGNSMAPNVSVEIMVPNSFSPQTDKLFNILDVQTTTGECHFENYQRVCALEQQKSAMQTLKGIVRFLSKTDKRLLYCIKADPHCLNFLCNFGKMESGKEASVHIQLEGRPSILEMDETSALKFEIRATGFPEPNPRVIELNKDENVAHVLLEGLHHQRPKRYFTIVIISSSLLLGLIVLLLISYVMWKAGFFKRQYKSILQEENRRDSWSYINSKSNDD
MEP2-GFP yeast = alters MEP2-GFP fluorescence in TOR pathway yeast screen; S. cerevisiae MEP2-GFP strain, flow cytometry GFP, 3 h; 100% = DMSO control level; GFP response vs DMSO, % at 10 µM; hit rate 0.51% among 330,000;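 active means GFP response versus DMSO above a set limit, roughly screen mean plus 3 SD, cut at about 180% in these data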;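 further: median GFP fluorescence of the barcode-gated MEP2-GFP cells per well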
CR mimetic SO = lowers age-related superoxide in aged yeast cells | AID 2690 | hit rate 0.18% among 330,000 | superoxide response (% of plate mean), % at 10 µM | S. cerevisiae aged cells, superoxide DHE fluorescence; active compounds read low;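 active means superoxide response under a set limit, about three screen SD below normal, cut at about 65% in these data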;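 further: yeast aged for seven days with compound at 30 °C before DHE staining; 100% = average MFI of all compound-treated wells on the plate with controls excluded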
RPL19A TOR yeast = alters RPL19A-GFP fluorescence in TOR pathway yeast screen | hit rate 0.3% among 330,000 | S. cerevisiae RPL19A-GFP strain, flow cytometry, 3 h; active compounds read low | percent response vs DMSO, % at 10 µM;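 active means percent response vs DMSO below 50%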;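 further: median channel GFP fluorescence of the barcoded RPL19A-GFP strain; ratio of sample median GFP to plate DMSO average so 100% = DMSO; lower means less RPL19A-GFP as with rapamycin TOR inhibition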
GRK2 aptamer HTS = inhibitors of human GRK2 displacing RNA aptamer; bead flow cytometry, FAM-aptamer displacement from GRK2; inhibition of aptamer binding, % at 10 µM; hit rate 0.59% among 330,000; AID 488847;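 active means inhibition of aptamer binding above 40%, roughly 3 SD of noise, on plates passing a quality check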;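 further: median bead fluorescence of bound FAM aptamer so fluorescent compounds give negative values; no value below 0 was filed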
Active calls of the source: *.

For O=C([C@H](Cc1ccccc1)NS(=O)(=O)c1ccc(Cl)cc1)N1CC[C@@]2(O)CCCC[C@H]2C1 the results were AGP1-GFP MLPCN 78, LAP4-GFP MLPCN 98, CIT2-GFP yeast 117, VLA-4 inh -6, MEP2-GFP yeast 119, CR mimetic SO 94, RPL19A TOR yeast 103 and GRK2 aptamer HTS 2.
COc1cc(CN2CCNC(=O)C2CC(=O)NCCc2ncccc2C)cc(OC)c1 (stereo unspecified) was read as AGP1-GFP MLPCN 110, LAP4-GFP MLPCN 116, CIT2-GFP yeast 102, VLA-4 inh 2, MEP2-GFP yeast 101, CR mimetic SO 101, RPL19A TOR yeast 99 and GRK2 aptamer HTS 1.
Screening Cn1nccc1C(=O)Nc1cccc(C(F)(F)F)c1 returned AGP1-GFP MLPCN 97, LAP4-GFP MLPCN 111, CIT2-GFP yeast 96, VLA-4 inh -1, MEP2-GFP yeast 107, CR mimetic SO 103, RPL19A TOR yeast 102 and GRK2 aptamer HTS 0.
`C/C(=N\NC(=O)C(C)n1nc(C)c([N+](=O)[O-])c1C)c1ccccc1O` (stereo unspecified) gave AGP1-GFP MLPCN 104, LAP4-GFP MLPCN 89, CIT2-GFP yeast 102, VLA-4 inh -30, MEP2-GFP yeast 100, CR mimetic SO 106, RPL19A TOR yeast 101 and GRK2 aptamer HTS 2.
Screening Cc1cccc(NC(=O)CSc2nc(N)c(NC(=O)c3cccs3)c(=O)[nH]2)c1C returned AGP1-GFP MLPCN 96, LAP4-GFP MLPCN 121, CIT2-GFP yeast 93, VLA-4 inh 3, MEP2-GFP yeast 124, CR mimetic SO 103, RPL19A TOR yeast 103 and GRK2 aptamer HTS 0.
`Cc1ccc2nc(N=C(N)N)nc(C)c2c1` gave AGP1-GFP MLPCN 93, LAP4-GFP MLPCN 106, CIT2-GFP yeast 117, VLA-4 inh -10, MEP2-GFP yeast 109, CR mimetic SO 97, RPL19A TOR yeast 92 and GRK2 aptamer HTS 3.
For CC(C)NC(=O)C1CCN(C2CCN(CC3CC=CCC3)CC2)CC1 (stereo unspecified) the results were AGP1-GFP MLPCN 98, LAP4-GFP MLPCN 98, CIT2-GFP yeast 98, VLA-4 inh 1, MEP2-GFP yeast 99, CR mimetic SO 97, RPL19A TOR yeast 100 and GRK2 aptamer HTS 0.
`Cc1c(NC(=O)c2ccc(N(Cc3ccccc3)S(C)(=O)=O)cc2)c(=O)n(-c2ccccc2)n1C` gave AGP1-GFP MLPCN 104, LAP4-GFP MLPCN 113, CIT2-GFP yeast 103, VLA-4 inh 11, MEP2-GFP yeast 102, CR mimetic SO 105, RPL19A TOR yeast 103 and GRK2 aptamer HTS 0.
`FC(F)(F)c1nnc2ccc(N3CCCC3)nn12` gave AGP1-GFP MLPCN 101, LAP4-GFP MLPCN 102, CIT2-GFP yeast 102, VLA-4 inh 0, MEP2-GFP yeast 99, CR mimetic SO 94, RPL19A TOR yeast 98 and GRK2 aptamer HTS 0.
Screening COc1ccccc1OP(=O)(O)Oc1ccccc1OC returned AGP1-GFP MLPCN 105, LAP4-GFP MLPCN 101, CIT2-GFP yeast 95, VLA-4 inh 7, MEP2-GFP yeast 96, CR mimetic SO 106, RPL19A TOR yeast 99 and GRK2 aptamer HTS 0.
COCC(COS(N)(=O)=O)C(C)C (stereo unspecified) was read as AGP1-GFP MLPCN 93, LAP4-GFP MLPCN 109, CIT2-GFP yeast 95, VLA-4 inh -7, MEP2-GFP yeast 95, CR mimetic SO 90, RPL19A TOR yeast 102 and GRK2 aptamer HTS 2.
Screening Cc1ccc2c(c1)C(=O)CC1(CCCC1)O2 returned AGP1-GFP MLPCN 101, LAP4-GFP MLPCN 91, CIT2-GFP yeast 98, VLA-4 inh 0, MEP2-GFP yeast 90, CR mimetic SO 92, RPL19A TOR yeast 93 and GRK2 aptamer HTS 1.
Cc1nc(NC(=O)CSc2nnc(-c3ccccc3)c(-c3ccccc3)n2)c(Cl)cc1Cl was read as AGP1-GFP MLPCN 95, LAP4-GFP MLPCN 97, CIT2-GFP yeast 93, VLA-4 inh -17, MEP2-GFP yeast 95, CR mimetic SO 102, RPL19A TOR yeast 94 and GRK2 aptamer HTS 5.
CCn1c(=O)c2c(nc(SCC(=O)NCC3CCCO3)n2C)n(C)c1=O (stereo unspecified) was read as AGP1-GFP MLPCN 76, LAP4-GFP MLPCN 92, CIT2-GFP yeast 64, VLA-4 inh 9, MEP2-GFP yeast 97, CR mimetic SO 96, RPL19A TOR yeast 109 and GRK2 aptamer HTS 1.
Cc1ccccc1CN1C2=NCCCN2c2ccccc21 was read as AGP1-GFP MLPCN 102, LAP4-GFP MLPCN 101, CIT2-GFP yeast 99, VLA-4 inh 2, MEP2-GFP yeast 106, CR mimetic SO 99, RPL19A TOR yeast 103 and GRK2 aptamer HTS 0.
`Cc1ccc(NC(=O)CC2SCCNC2=O)cc1[N+](=O)[O-]` (stereo unspecified) gave AGP1-GFP MLPCN 110, LAP4-GFP MLPCN 114, CIT2-GFP yeast 111, VLA-4 inh 13, MEP2-GFP yeast 100, CR mimetic SO 101, RPL19A TOR yeast 99 and GRK2 aptamer HTS 1.
`Cc1cnc(C)c(N2CCN(Cc3nc(-c4cccc(F)c4F)oc3C)CC2)n1` gave AGP1-GFP MLPCN 92, LAP4-GFP MLPCN 96, CIT2-GFP yeast 91, VLA-4 inh 0, MEP2-GFP yeast 91, CR mimetic SO 99, RPL19A TOR yeast 90 and GRK2 aptamer HTS 0.
Screening COc1ccc(OC)c(S(=O)(=O)Nc2cccnc2)c1 returned AGP1-GFP MLPCN 114, LAP4-GFP MLPCN 101, VLA-4 inh 3, MEP2-GFP yeast 103, CR mimetic SO 90, RPL19A TOR yeast 108 and GRK2 aptamer HTS 0.
CC(OC(=O)CCC(=O)c1ccc(Cl)s1)C(=O)NC1(C#N)CCCCC1 (stereo unspecified) was read as AGP1-GFP MLPCN 92, LAP4-GFP MLPCN 104, CIT2-GFP yeast 119, VLA-4 inh 2, MEP2-GFP yeast 98, CR mimetic SO 88, RPL19A TOR yeast 95 and GRK2 aptamer HTS 1.
O=C(CCNC(=O)C1CCN(S(=O)(=O)c2ccccc2)CC1)NCc1ccc(Cl)cc1Cl was read as AGP1-GFP MLPCN 125, LAP4-GFP MLPCN 119, CIT2-GFP yeast 111, VLA-4 inh 2, MEP2-GFP yeast 108, CR mimetic SO 102, RPL19A TOR yeast 106 and GRK2 aptamer HTS 4.
Screening O=C(/C=C/c1cccc([N+](=O)[O-])c1)NCc1ccc2c(c1)OCO2 returned AGP1-GFP MLPCN 103, LAP4-GFP MLPCN 104, CIT2-GFP yeast 106, VLA-4 inh 13, MEP2-GFP yeast 99, CR mimetic SO 99, RPL19A TOR yeast 101 and GRK2 aptamer HTS 0.
COc1ccc(NC(=S)N2CCC(c3ccccc3)C2)cc1 (stereo unspecified) was read as AGP1-GFP MLPCN 117, LAP4-GFP MLPCN 132, CIT2-GFP yeast 121, VLA-4 inh 2, MEP2-GFP yeast 249*, CR mimetic SO 85, RPL19A TOR yeast 104 and GRK2 aptamer HTS 1.
Screening Cn1c(SCC(=O)NC(=O)CN2CCCC2=O)nnc1-c1ccc(F)cc1 returned AGP1-GFP MLPCN 99, LAP4-GFP MLPCN 97, CIT2-GFP yeast 96, VLA-4 inh 7, MEP2-GFP yeast 96, CR mimetic SO 99, RPL19A TOR yeast 96 and GRK2 aptamer HTS 6.
`C=CCOc1c(Br)cc(C2C3=C(CCCC3=O)N(C)C3=C2C(=O)CCC3)cc1OCC` gave AGP1-GFP MLPCN 96, LAP4-GFP MLPCN 103, CIT2-GFP yeast 91, VLA-4 inh 4, MEP2-GFP yeast 101, CR mimetic SO 75, RPL19A TOR yeast 103 and GRK2 aptamer HTS 1.
`COc1cccc(OC)c1NC(=O)Cc1nn(C)c(=O)c2ccccc12` gave AGP1-GFP MLPCN 101, LAP4-GFP MLPCN 98, CIT2-GFP yeast 92, VLA-4 inh 6, MEP2-GFP yeast 103, CR mimetic SO 124, RPL19A TOR yeast 99 and GRK2 aptamer HTS 4.
Screening O=C(O)C(NC(=O)c1ccccc1)=C(Cl)Cl returned AGP1-GFP MLPCN 102, LAP4-GFP MLPCN 101, CIT2-GFP yeast 97, VLA-4 inh 2, MEP2-GFP yeast 99, CR mimetic SO 111, RPL19A TOR yeast 98 and GRK2 aptamer HTS 2.
For CN(Cc1c(C(=O)N2CCc3ccccc3C2)nc2ccc(Cl)cn12)C(C1CC1)C1CC1 the results were AGP1-GFP MLPCN 82, LAP4-GFP MLPCN 104, CIT2-GFP yeast 93, VLA-4 inh 11, MEP2-GFP yeast 66, CR mimetic SO 99, RPL19A TOR yeast 95 and GRK2 aptamer HTS 0.
For Cc1cccc(C)c1NC(=O)C1c2cccc[n+]2CC(=O)N1Cc1ccc2c(c1)OCO2 (stereo unspecified) the results were AGP1-GFP MLPCN 105, LAP4-GFP MLPCN 93, CIT2-GFP yeast 100, VLA-4 inh -2, MEP2-GFP yeast 109, CR mimetic SO 93, RPL19A TOR yeast 109 and GRK2 aptamer HTS 0.
Screening O=C(CSc1nccc(=O)[nH]1)c1cc2ccccc2o1 returned AGP1-GFP MLPCN 107, LAP4-GFP MLPCN 110, CIT2-GFP yeast 102, VLA-4 inh 5, MEP2-GFP yeast 101, CR mimetic SO 98, RPL19A TOR yeast 101 and GRK2 aptamer HTS 0.
Cc1cccc(C)c1NC(=S)N(CCCN1CCCCC1)Cc1ccco1 was read as AGP1-GFP MLPCN 107, LAP4-GFP MLPCN 108, CIT2-GFP yeast 109, VLA-4 inh 6, MEP2-GFP yeast 107, CR mimetic SO 97, RPL19A TOR yeast 103 and GRK2 aptamer HTS 0.
`CC1=CC(=O)C(C(C)C)=C/C1=N\OC(=O)c1cccc2nc(C)oc12` gave AGP1-GFP MLPCN 101, LAP4-GFP MLPCN 116, CIT2-GFP yeast 94, VLA-4 inh -5, MEP2-GFP yeast 106, CR mimetic SO 99, RPL19A TOR yeast 103 and GRK2 aptamer HTS 5.

5 structures already listed, arranged by heavy-atom count, high to low:
For Cc1cccc(C)c1NC(=O)C1c2cccc[n+]2CC(=O)N1Cc1ccc2c(c1)OCO2 (stereo unspecified) the results were AGP1-GFP MLPCN 105, LAP4-GFP MLPCN 93, CIT2-GFP yeast 100, VLA-4 inh -2, MEP2-GFP yeast 109, CR mimetic SO 93, RPL19A TOR yeast 109 and GRK2 aptamer HTS 0.
Screening Cn1c(SCC(=O)NC(=O)CN2CCCC2=O)nnc1-c1ccc(F)cc1 returned AGP1-GFP MLPCN 99, LAP4-GFP MLPCN 97, CIT2-GFP yeast 96, VLA-4 inh 7, MEP2-GFP yeast 96, CR mimetic SO 99, RPL19A TOR yeast 96 and GRK2 aptamer HTS 6.
`COc1cccc(OC)c1NC(=O)Cc1nn(C)c(=O)c2ccccc12` gave AGP1-GFP MLPCN 101, LAP4-GFP MLPCN 98, CIT2-GFP yeast 92, VLA-4 inh 6, MEP2-GFP yeast 103, CR mimetic SO 124, RPL19A TOR yeast 99 and GRK2 aptamer HTS 4.
`CC1=CC(=O)C(C(C)C)=C/C1=N\OC(=O)c1cccc2nc(C)oc12` gave AGP1-GFP MLPCN 101, LAP4-GFP MLPCN 116, CIT2-GFP yeast 94, VLA-4 inh -5, MEP2-GFP yeast 106, CR mimetic SO 99, RPL19A TOR yeast 103 and GRK2 aptamer HTS 5.
COc1ccc(NC(=S)N2CCC(c3ccccc3)C2)cc1 (stereo unspecified) was read as AGP1-GFP MLPCN 117, LAP4-GFP MLPCN 132, CIT2-GFP yeast 121, VLA-4 inh 2, MEP2-GFP yeast 249*, CR mimetic SO 85, RPL19A TOR yeast 104 and GRK2 aptamer HTS 1.

Assay outcomes as filed in PubChem BioAssay.
